HCT116 PTEN-null: growth suppression of PTEN-null HCT116, primary screen, cell-based, CellTiter-Glo; HCT116 PTEN-null viability, 60 h; stronger effect = lower value; AID 827, 2007; hit rate 1.2% among 140,000; viability, % at 10 µM;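 active = viability at or below a set limit, 4 SD under the median of all tested compounds, cut at about 3.7% in these data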;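 note: PTEN knockout HCT116 line with beta catenin targeted HCT116 as companion control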
NPY-Y2 antag: NPY-Y2 receptor antagonists, primary screen, cell-based | Neuropeptide Y receptor type 2 (Homo sapiens), P49146 | NPY-Y2 expressing cells, antagonist mode | inhibition, % at 2.7 µM | hit rate 0.99% among 140,000; in the data active = inhibition above about 17%;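 note: 0% = vehicle with agonist challenge and 100% = reference antagonist with challenge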
Target sequence (P49146 whole entry, looked up): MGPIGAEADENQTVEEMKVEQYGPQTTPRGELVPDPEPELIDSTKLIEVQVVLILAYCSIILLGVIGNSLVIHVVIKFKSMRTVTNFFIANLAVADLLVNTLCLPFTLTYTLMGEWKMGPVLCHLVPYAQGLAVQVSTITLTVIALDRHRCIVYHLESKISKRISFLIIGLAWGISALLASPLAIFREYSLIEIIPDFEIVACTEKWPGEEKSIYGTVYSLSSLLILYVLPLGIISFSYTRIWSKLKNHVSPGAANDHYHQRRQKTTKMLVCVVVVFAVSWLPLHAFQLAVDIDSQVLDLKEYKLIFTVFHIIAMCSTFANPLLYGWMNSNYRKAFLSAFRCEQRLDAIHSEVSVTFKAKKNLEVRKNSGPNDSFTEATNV
Phagocytosis inh: inhibitors of macrophage phagocytosis, primary screen, imaging, J774A.1 cells, IgG beads; AID 1029, 2008; inhibition, % at 5 µM; hit rate 0.07% among 110,000; J774A.1 macrophage IgG-bead phagocytosis;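 active = inhibition above the mean of the plate negative controls plus 5 SD, cut at about 13% in these data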;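 note: phagocytic index as fraction of beads internalized from green versus red external bead signal; plate controls were DMSO negative control for no effect and cytochalasin-D positive control for full effect; some results beyond the cut were filed as inactive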
E-sel TNF inh: E-selectin induction blockers in HUVEC – imaging, immunofluorescence, high content, primary screen; inhibition, % at 2 µM; hit rate 0.71% among 120,000; HUVEC TNFa-induced E-selectin immunofluorescence; AID 1246, 2008;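 active = inhibition above the batch mean plus 3 SD, and confirmed as a hit on visual image review, cut at about 43% in these data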;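 note: 0% = TNF-stimulated DMSO wells and 100% = unstimulated control wells; not every result past the cut was called active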
MRP1 act: H69AR viability gain despite doxorubicin, primary screen, MRP-1 activator project, H69AR cells, CellTiter-Glo | hit rate 0.61% among 140,000 | viability increase, % at 10 µM | viability rescue;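 active = viability gain under doxorubicin at or above a set limit, the compound median plus 3 SD, cut at about 4.7% in these data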;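 note: MRP-1 overexpressing cells given doxorubicin 25 µM after compound pretreatment; 18-22 h compound pretreatment then 72 h with doxorubicin before readout; 0% = doxorubicin-only wells and 100% = vehicle-treated cells without doxorubicin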
Yeast life ext: compounds extending yeast replicative lifespan, primary screen, S. cerevisiae, OD615; inhibition of the nicotinamide effect, % at 10 µM; hit rate 0.68% among 130,000; S. cerevisiae growth with nicotinamide; deaD strain in restrictive glucose medium;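 active = inhibition above a set limit, placed 3 SD over the median of all compounds, cut at about 26% in these data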;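 note: 0% = nicotinamide-treated wells and 100% = cells grown without nicotinamide; some compounds called inactive have numbers as strong as hits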
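assay system = DeaD-strain S. cerevisiae | buffer or medium = restrictive glucose medium | reagent = 1.5 mM nicotinamide | compound = 10 µM single point, 0.25% DMSO | incubation = 48 h compound exposure at 30 °C, humidified | signal = OD615 measurement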
Measles CPE: compounds protecting cells from measles virus cytopathic effect, primary screen, measles RdRp inhibitor project, single point, MLSMR library, absorbance; Measles virus-infected cells, CPE protection; protection (pct of control), % at 4 µM; hit rate 1.5% among 140,000; in the data active = protection mostly above about 24%, no sharp cut-off; inactive = mostly below about 26%; note: some compounds called inactive have numbers as strong as hits
GALR2 blocker: GALR2 antagonists in receptor-expressing cells, primary screen | inhibition, % at 4 µM | hit rate 0.39% among 140,000 | Galanin receptor type 2 (Homo sapiens), O43603 | antagonist mode; in the data active = inhibition above about 27%;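 note: cells stimulated with galanin 1-16 at roughly its EC80; 0% = agonist challenge control and 100% = basal control without agonist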
Target sequence (O43603 whole entry, looked up): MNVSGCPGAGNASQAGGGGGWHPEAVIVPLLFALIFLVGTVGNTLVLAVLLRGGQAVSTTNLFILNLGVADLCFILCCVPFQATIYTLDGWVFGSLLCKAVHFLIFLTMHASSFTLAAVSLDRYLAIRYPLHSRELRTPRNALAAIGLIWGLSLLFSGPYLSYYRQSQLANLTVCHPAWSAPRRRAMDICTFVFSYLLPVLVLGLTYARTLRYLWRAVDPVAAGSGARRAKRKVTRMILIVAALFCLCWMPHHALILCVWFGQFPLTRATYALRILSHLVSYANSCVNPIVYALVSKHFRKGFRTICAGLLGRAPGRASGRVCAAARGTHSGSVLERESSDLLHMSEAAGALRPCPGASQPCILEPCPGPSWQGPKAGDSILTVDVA
bCat KO growth: primary screen for growth suppressors in beta-catenin knockout HCT116 cells (colon tumor, human). HCT116 beta-catenin knockout viability, CellTiter-Glo, 60 h; stronger effect = lower value. viability, % at 10 µM. hit rate 1.5% among 140,000;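 active = viability at or under a set limit, the compound median less 4 SD, cut at about 6% in these data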;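 note: 0% = Hyamine 1622 control at 20 µM and 100% = untreated cell control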
Yeast growth inh: growth inhibitors of yeast BB579 in restrictive medium, primary screen, yeast lifespan-shortening project, S. cerevisiae; hit rate 0.51% among 140,000; AID 804, 2007; inhibition, % at 10 µM; OD615, 48 h;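 active = inhibition above a set limit, 3 SD over the mean compound inhibition, cut at about 44% in these data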; note: inactives centre near -24
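System: Saccharomyces cerevisiae DeaD strain BB579, replicative lifespan model yeast. Buffer or medium: restrictive glucose-based CSMM-D medium. Doses: one dose, 10 µM compound with 0.25% DMSO. Timing: 4 h preincubation and 48 h exposure at 30 °C. Detection: turbidity as optical density at 615 nm. Benchmarks: amphotericin B 10 µg/mL, positive.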
* marks the source's active call; other numbers are inactive results; . = not tested or not shown.

The first 14 records, to show the layout:
SMILES	HCT116 PTEN-null	NPY-Y2 antag	Phagocytosis inh	E-sel TNF inh	MRP1 act	Yeast life ext	Measles CPE	GALR2 blocker	bCat KO growth	Yeast growth inh
O=C(O)c1cc([N+](=O)[O-])ccc1N1CCC(Cc2ccccc2)CC1	85	3	-10	.	-0.4	3	12	3	100	-37
Cc1cc(Nc2ccccc2C(=O)O)nc2nc3ccccc3c(=O)n12	84	3	2	.	0.2	-3	22	-11	82	-37
CN(c1ccccc1C(N)=O)S(=O)(=O)c1ccccc1	90	1	.	-14	-0.9	-7	11	5	92	-19
Cc1c(N2C(=O)CSC23C(=O)Nc2ccccc23)c(=O)n(-c2ccccc2)n1C (stereo not given)	105	0	2	5	-1.4	-6	3	-6	89	-31
C/C(=C\C(=O)N1CCc2ccccc21)C(=O)O	93	-1	0	7	-3.2	-5	9	0	91	5
CC(C)C(c1nnnn1Cc1ccccc1)N(CCCO)Cc1cc2cc3c(cc2[nH]c1=O)OCO3 (stereo not given)	75	-1	0	-29	-2.8	-13	5	-2	64	-46
Cc1cc(C)n(CCC(=O)N/N=C/c2ccc(O)cc2)n1	95	0	-3	.	0.3	-2	4	9	103	-21
c1ccc(C2=NNC(=NCc3ccc4c(c3)OCO4)SC2)cc1	90	3	-13	.	-2.8	-3	5	4	87	-31
CCC(C)c1ccc(O)c(N)c1 (stereo not given)	84	2	-1	.	-3.7	-19	21	-4	84	-27
COc1ccc(OC)c(C(c2nnnn2C(C)(C)C)N2CCc3ccccc3C2)c1 (stereo not given)	82	10	0	20	-2.6	0	8	1	75	-42
CN1C(=O)N(C)C2CC1N(C)C(=O)N2C	89	0	-3	-13	-1.9	-7	9	1	82	15
O=C1Nc2ccc(Cl)cc2/C1=C/C1CC=CCC1 (stereo not given)	22	3	-4	-6	-4.9	7	29	2	23	19
Cc1ccc(OCCn2c(C)c(/C=N/n3cnnc3)c3ccccc32)cc1	52	4	-2	46	-3.9	0	8	-7	67	-11
CCOC(=O)C1(O)CC(C)=NN1C(=O)c1cccc(Cl)c1 (stereo not given)	104	0	8	.	-1.8	10	5	15	104	-6

All compounds of this part, from the first entry:
SMILES	HCT116 PTEN-null	NPY-Y2 antag	Phagocytosis inh	E-sel TNF inh	MRP1 act	Yeast life ext	Measles CPE	GALR2 blocker	bCat KO growth	Yeast growth inh
O=C(O)c1cc([N+](=O)[O-])ccc1N1CCC(Cc2ccccc2)CC1	85	3	-10	.	-0.4	3	12	3	100	-37
Cc1cc(Nc2ccccc2C(=O)O)nc2nc3ccccc3c(=O)n12	84	3	2	.	0.2	-3	22	-11	82	-37
CN(c1ccccc1C(N)=O)S(=O)(=O)c1ccccc1	90	1	.	-14	-0.9	-7	11	5	92	-19
Cc1c(N2C(=O)CSC23C(=O)Nc2ccccc23)c(=O)n(-c2ccccc2)n1C (stereo not given)	105	0	2	5	-1.4	-6	3	-6	89	-31
C/C(=C\C(=O)N1CCc2ccccc21)C(=O)O	93	-1	0	7	-3.2	-5	9	0	91	5
CC(C)C(c1nnnn1Cc1ccccc1)N(CCCO)Cc1cc2cc3c(cc2[nH]c1=O)OCO3 (stereo not given)	75	-1	0	-29	-2.8	-13	5	-2	64	-46
Cc1cc(C)n(CCC(=O)N/N=C/c2ccc(O)cc2)n1	95	0	-3	.	0.3	-2	4	9	103	-21
c1ccc(C2=NNC(=NCc3ccc4c(c3)OCO4)SC2)cc1	90	3	-13	.	-2.8	-3	5	4	87	-31
CCC(C)c1ccc(O)c(N)c1 (stereo not given)	84	2	-1	.	-3.7	-19	21	-4	84	-27
COc1ccc(OC)c(C(c2nnnn2C(C)(C)C)N2CCc3ccccc3C2)c1 (stereo not given)	82	10	0	20	-2.6	0	8	1	75	-42
CN1C(=O)N(C)C2CC1N(C)C(=O)N2C	89	0	-3	-13	-1.9	-7	9	1	82	15
O=C1Nc2ccc(Cl)cc2/C1=C/C1CC=CCC1 (stereo not given)	22	3	-4	-6	-4.9	7	29	2	23	19
Cc1ccc(OCCn2c(C)c(/C=N/n3cnnc3)c3ccccc32)cc1	52	4	-2	46	-3.9	0	8	-7	67	-11
CCOC(=O)C1(O)CC(C)=NN1C(=O)c1cccc(Cl)c1 (stereo not given)	104	0	8	.	-1.8	10	5	15	104	-6
CC(=O)N1CCCc2cc(S(=O)(=O)CCC(=O)N3CCN(c4ccccc4)CC3)ccc21	99	2	0	.	-1.1	-6	8	-13	94	-11
O=C(Oc1ccc2ccc(OC(=O)N3CCOCC3)cc2c1)N1CCOCC1	90	0	0	-15	0.1	-5	5	4	97	9
COCCNC(=O)c1nc2ccccc2s1	92	-1	1	.	-2.0	0	1	-5	92	-44
CCOC(=O)N1CCN(c2nc(C)cc(C(F)(F)F)n2)CC1	88	4	-1	15	0.6	-16	12	-4	90	-6
CCOC(=O)c1c(-c2ccc(OC)cc2)nc2nonc2c1N	98	2	.	-12	-0.6	-9	10	-1	90	-4
Cn1ccnc1SCC(=O)Nc1cc(C(F)(F)F)ccc1N1CCOCC1	114	4	-2	-16	-0.6	-6	3	-12	97	18
O=C(Oc1ccc2c(=O)c(Oc3ccc4ccccc4c3)coc2c1)c1cccnc1	98	2	.	.	-2.6	-1	4	5	106	-17
CCSc1nc2c(c(=O)[nH]1)C(C(C)C)C(C#N)=C(N)O2 (stereo not given)	91	1	0	1	-2.2	-9	13	6	99	-5
Cc1csc(NC(=O)c2cc3c(s2)CCCC3)n1	69	4	1	7	-2.5	-6	2	9	61	-29
O=C(CSc1nnc(-c2cccnc2)n1Cc1ccco1)c1ccc(Cl)c(Cl)c1	75	-1	0	-12	-1.3	-10	13	0	80	-4
CCC(C)n1c(SCC(=O)/C(C#N)=C(\C)N)nc2ccccc2c1=O (stereo not given)	87	-1	0	-1	-1.7	-3	5	0	98	-20
Next entries follow:
SMILES	HCT116 PTEN-null	NPY-Y2 antag	Phagocytosis inh	E-sel TNF inh	MRP1 act	Yeast life ext	Measles CPE	GALR2 blocker	bCat KO growth	Yeast growth inh
O=C(NNC(=O)c1cccc(Br)c1)C(=O)N1CCCCC1	88	0	-2	14	-3.3	0	4	-8	88	-22
CCOc1ccc(CCNC(=O)C(CC)n2nc(C)n3c(cc4sccc43)c2=O)cc1OCC (stereo not given)	88	-1	1	.	-1.9	-5	7	-14	89	-21
O=C(/C=C/c1ccc(Cl)cc1)Nc1ccc(N2CCCCC2)cc1	90	2	-2	-9	-0.9	-17	5	-11	99	-33
COc1ccc(N(CC(=O)NCCSc2ccccn2)S(C)(=O)=O)cc1	110	2	-2	-1	-0.1	-2	6	2	97	-51
NC(=O)CN1CCOCCOCCN(CC(N)=O)CCOCC1	101	-1	2	0	0.1	-4	12	4	97	-14
C/C(=N/NS(=O)(=O)c1ccccc1)c1ccc(NC(=O)C(F)(F)F)cc1	96	0	-9	4	-0.6	0	20	5	96	8
COc1cc(CN2CCN(c3ccccc3F)CC2)cc(OC)c1O	87	1	1	8	-2.5	-2	2	4	105	-22
O=C(CCCCn1c(=O)c2ccccc2n(CC(=O)Nc2cccc(F)c2)c1=O)NCc1ccco1	102	0	-3	-44	-2.0	4	7	17	98	-42
Nc1ccc(C(=O)Nc2ccccc2C(=O)O)cc1	98	1	0	-11	0.7	-3	25	-11	96	-31
CC(C)CN(CC(C)C)c1nc(N)c(C#N)c(CC#N)c1C#N	70	2	0	-12	-2.9	0	4	-3	79	-34
CC(=O)Nc1ccccc1NC(=O)C(F)(F)F	104	1	-1	-41	-0.7	-5	9	3	99	-32
NC12CC3CC(C1)CC(O)(C3)C2	98	0	-3	-9	0.8	-9	4	-6	86	-40
COc1ccc(CCNC(=O)CCNC(=O)c2ccc(Br)cc2)cc1OC	89	3	-7	14	0.6	-2	13	-12	88	2
Cc1ccc(S(=O)(=O)N(Cc2cc3cccc(C)c3[nH]c2=O)c2ccccc2)cc1	86	3	-12	.	1.4	-3	15	-3	86	-34
COc1ccc(CNC(=O)CCn2cccc2)cc1	76	2	-1	-7	-1.7	21	27	7	92	-49
CN(CC(O)CON=C1c2ccccc2-c2ccccc21)S(=O)(=O)c1ccc(Br)cc1 (stereo not given)	63	2	-8	-21	-5.5	-1	41	-12	79	-14
O=S(=O)(c1ccc(Br)s1)N1CCN(c2ncccn2)CC1	.	2	0	10	1.1	-7	13	-2	103	8
CCOC(=O)c1c(N)sc(=S)c2c1CCC2	93	1	0	.	-1.2	-5	25	-23	91	-17
Cc1ccccc1N1C(=O)c2cccc3c(N(C)CCO)ccc(c23)C1=O	99	-1	0	5	-3.0	-18	11	6	86	-19
CCOc1ccc2[nH]c(=O)c(CN(Cc3nnnn3CCc3ccccc3)CC3CCCO3)cc2c1 (stereo not given)	79	6	.	.	-2.7	-3	14	-15	86	-39
Fc1cccc(Cl)c1Cn1nnc(-c2ccc(N3CCOCC3)cc2)n1	94	2	0	-21	-0.2	-5	3	4	96	-80
CC1CCN(S(=O)(=O)c2ccc(Br)s2)CC1	97	5	1	15	-1.3	18	16	10	88	-5
COc1ccc(N/C(=N\c2nc(C)cc(C)n2)NC(=O)C(C)C)cc1OC	84	0	0	.	-1.6	-11	3	6	80	12
CC(=O)c1c(C)[nH]c(C(=O)OCC(=O)N2CCN(S(=O)(=O)c3ccc(C)cc3C)CC2)c1C	63	-9	0	5	-2.2	-12	8	2	73	8
CC(=O)OC(C(=O)NCc1ccc2c(c1)OCO2)c1ccccc1Cl (stereo not given)	85	-2	2	-1	-1.4	-3	28	-10	85	6
CCCN(CCC)CCNC(=O)c1cc2c(=O)n(C)c3ccccc3c2n1C	89	8	0	.	-1.6	-8	7	1	81	-72
COc1ccc(Nc2nc(-c3sc(NC(C)=O)nc3C)cs2)cc1	95	3	2	-19	-1.9	21	9	0	95	-37
COc1ccc(-c2cc(C(F)(F)F)nc(SCC(=O)N(C)Cc3cn(C)nc3C)n2)cc1OC	86	0	-1	.	-1.8	-1	8	-2	81	-12
c1ccc(CNc2nc(-c3cccs3)nc3ccccc23)cc1	85	3	3	1	-0.3	-9	17	6	93	-17
CC1CN(C(=O)Cn2cnc3c2c(=O)n(C)c(=O)n3C)CC(C)O1 (stereo not given)	96	2	-2	43	-0.5	-6	16	2	93	-1
